Source: PubChem
Fam108B counter: Fam108B inhibition, counter-screen for RBBP9 inhibitors. recombinant Fam108B, FP-Rh probe fluorescence polarization. inhibition, % at 9.51 µM. hit rate 0.33% among 300,000;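 active means inhibition above the screen mean inhibition plus 3 SD, computed separately per campaign, cut at about 18% in these data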;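 further: inhibitors lower polarization as less probe binds the enzyme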
MEX-5 binding: C. elegans MEX-5 TCR-2 RNA binding activity. Q9XUB2. activity score (negative = inhibition of binding), % at 10 µM. AID 1832. hit rate 0.38% among 300,000. MEX-5/FITC-TCR2 RNA binding, fluorescence polarization; hits give low values;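 active means inhibition past about -25% in most replicates, and total fluorescence under double the plate's negative control median, limit read from the data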;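 further: 0% = DMSO and -100% = 5 µM competing unlabeled TCR2 RNA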
Target sequence (Q9XUB2 whole entry, looked up): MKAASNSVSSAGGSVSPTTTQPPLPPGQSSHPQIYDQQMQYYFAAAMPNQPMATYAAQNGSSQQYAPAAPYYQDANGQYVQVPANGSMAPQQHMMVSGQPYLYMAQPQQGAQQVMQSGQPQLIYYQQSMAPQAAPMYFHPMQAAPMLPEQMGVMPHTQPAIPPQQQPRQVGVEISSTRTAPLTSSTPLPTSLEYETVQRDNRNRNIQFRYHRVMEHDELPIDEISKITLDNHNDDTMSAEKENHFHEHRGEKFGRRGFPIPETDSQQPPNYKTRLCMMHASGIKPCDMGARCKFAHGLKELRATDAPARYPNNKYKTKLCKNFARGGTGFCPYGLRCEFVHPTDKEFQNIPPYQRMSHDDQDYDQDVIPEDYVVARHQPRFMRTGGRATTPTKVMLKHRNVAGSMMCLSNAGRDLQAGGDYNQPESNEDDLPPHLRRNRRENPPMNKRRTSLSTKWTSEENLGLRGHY
GLD-1 TGE inh: GLD-1-TGE RNA interaction inhibition (C. elegans) | purified GLD-1 + fluorescein TGE RNA, fluorescence polarization | inhibition, % at 5.96 µM | hit rate 0.44% among 320,000 | AID 2280 | Q17339;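 active means percent inhibition above a per-plate cutoff, the plate mean of test compounds plus 3 SD, cut at about 30% in these data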;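 further: 0% = DMSO wells with GLD-1 and probe and 100% = wells lacking GLD-1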
MCL1 BIM primary: MCL1-BIM-BH3 interaction inhibition (human); Q07820; GST-MCL1 / FITC-Bim-BH3 fluorescence polarization; inhibition, % at 10.9 µM; hit rate 0.68% among 320,000; AID 2057;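 active means inhibition above the mean inhibition of all tested compounds plus 3 SD, set per campaign, cut at about 40% in these data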;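 further: 0% = DMSO wells and 100% = unlabeled Bim-BH3 peptide control; higher means more loss of mP so more displacement of Bim peptide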
Target sequence (Q07820 whole entry, looked up): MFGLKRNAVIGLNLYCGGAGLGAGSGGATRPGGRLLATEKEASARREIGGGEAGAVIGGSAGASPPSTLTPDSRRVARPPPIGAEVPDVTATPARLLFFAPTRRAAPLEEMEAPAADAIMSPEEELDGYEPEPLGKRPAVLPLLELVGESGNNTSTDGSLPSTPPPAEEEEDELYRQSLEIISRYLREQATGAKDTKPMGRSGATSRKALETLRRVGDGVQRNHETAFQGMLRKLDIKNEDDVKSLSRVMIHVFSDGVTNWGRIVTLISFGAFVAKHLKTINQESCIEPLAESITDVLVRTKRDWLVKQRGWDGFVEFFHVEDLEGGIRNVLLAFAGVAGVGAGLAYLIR
BCLXL inh: inhibitors of human Bcl-xL | hit rate 0.7% among 320,000 | inhibition, % at 10.9 µM | Q07817 | GST-Bcl-xL / FITC-Bim BH3 peptide fluorescence polarization | AID 2129;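 active means inhibition above the mean of all tested compounds plus 3 SD, cutoff set per campaign, cut at about 30% in these data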;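 further: 0% = DMSO wells and 100% = unlabeled Bim-BH3 peptide competitor; inhibitors lower millipolarization by displacing the labeled peptide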
ZTA counter: blocks Epstein-Barr virus ZTA, an EBNA-1 counter-screen; P03206; ZTA-DNA binding, fluorescence polarization; inhibition, % at 11 µM; hit rate 0.15% among 320,000; in the data active means inhibition above about 33%
Target sequence (P03206 whole entry, looked up): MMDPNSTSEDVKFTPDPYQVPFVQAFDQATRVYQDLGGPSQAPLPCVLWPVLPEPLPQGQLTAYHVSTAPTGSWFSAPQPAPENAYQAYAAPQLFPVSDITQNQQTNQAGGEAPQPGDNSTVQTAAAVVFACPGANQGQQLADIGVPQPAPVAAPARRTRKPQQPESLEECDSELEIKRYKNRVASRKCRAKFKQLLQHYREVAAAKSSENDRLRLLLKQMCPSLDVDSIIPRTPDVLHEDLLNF
EBNA-1 inh: blocks EBNA-1 binding to DNA | EBNA-1 DNA binding, fluorescence polarization | inhibition, % at 14.8 µM | hit rate 0.34% among 300,000; in the data active means inhibition above about 28%
CR mimetic SO: yeast age-related superoxide inhibition as caloric restriction mimetic; superoxide response (% of plate mean), % at 10 µM; hit rate 0.18% among 330,000; AID 2690; S. cerevisiae aged cells, superoxide DHE fluorescence; hits give low values;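 active means superoxide response under a set limit, about three screen SD below normal, cut at about 65% in these data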;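 further: yeast aged for seven days with compound at 30 °C before DHE staining; 100% = average MFI of all compound-treated wells on the plate with controls excluded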
Efflux pump mplx: blocks antifungal efflux pumps in multiplex yeast assay; S. cerevisiae Candida pump triplex, Nile Red efflux; inhibition, % at 10 µM; hit rate 0.44% among 330,000; AID 485275;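 active means plate passing quality check with inhibition over a set limit, or well fluorescence over plate mean plus 4 SD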;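 further: Nile Red retained in pooled yeast measured as flow cytometry median fluorescence; 0% = buffer negative control and 100% = Enniatin B positive control; higher means more Nile Red kept so more efflux inhibition; some compounds called inactive have numbers as strong as hits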
Numbers without * were called inactive; nt = no result given.

SMILES	Fam108B counter	MEX-5 binding	GLD-1 TGE inh	MCL1 BIM primary	BCLXL inh	ZTA counter	EBNA-1 inh	CR mimetic SO	Efflux pump mplx
Cc1cccc(NC(=O)c2ccc(S(=O)(=O)N3CCCCCC3)cc2)n1	-1.7	2.9	-2.6	5.7	5.8	-12.1	-1.8	78.5	-0.1
Cc1ccc(-c2cc(Cc3cccs3)c(=O)[nH]n2)cc1	-4.7	1.1	2.2	6.5	1.8	-10.7	7.3	94.8	0.0
Cc1onc(-c2c(Cl)cccc2Cl)c1C(=O)N(C)Cc1ccccc1	0.5	-1.7	-10.8	-46.3	-43.0	-5.2	-0.1	105.0	-0.1
O=C1c2ccccc2C(=O)N1CCCn1ccnc1	-4.8	-0.5	-0.1	-2.2	5.9	-14.4	5.6	102.3	0.0
FC(F)Oc1ccc(NC(=S)Nc2ccc3cn[nH]c3c2)cc1	2.7	1.1	-1.6	15.8	10.9	-17.5	-1.2	109.9	0.0
CCCCCCCNC1=CC(=O)CC(c2ccccc2)C1 (centres undefined)	-1.2	0.6	3.1	8.3	0.6	4.5	11.8	99.1	0.1
CCn1nc(C)cc1C(=O)Sc1ccc(C)cc1	-0.2	-1.2	-0.4	-5.0	2.3	-1.2	0.6	90.9	0.9
CCCCOc1ccc(NC(=O)CN2CCN(C(=O)OCC)CC2)cc1	-0.9	-1.0	-4.0	-4.6	1.9	1.5	-5.9	88.5	0.1
COc1cccc(NC(=O)COC(=O)/C=C/c2ccc(Cl)cc2Cl)c1	1.4	0.0	2.5	6.5	4.6	8.6	38.6*	95.7	0.1
Cn1c(CCNC(=O)c2cc(COc3ccc(F)c(F)c3)on2)nc2ccccc21	-5.6	-3.7	5.8	0.6	6.1	0.8	-2.5	107.3	0.6
Cc1cc(C)cc(-c2nnc(SCC(=O)NCc3cccs3)o2)c1	-0.3	-0.7	4.9	0.3	-1.8	16.3	2.0	107.4	0.0
O=S(=O)(c1ccccc1)N(Cc1ccccn1)Cc1ccccn1	8.3	0.0	-1.8	7.0	3.0	11.8	1.7	84.0	0.0
COc1cc(/C=N/NC(=O)c2nonc2C)ccc1O	2.3	0.3	-7.0	3.9	0.5	8.1	-7.1	106.6	0.3
COc1ccc(N2CCN(C(=O)Cn3cnc4c(cnn4-c4ccccc4)c3=O)CC2)cc1	-0.2	-1.0	-4.2	-0.8	4.7	14.9	4.4	98.9	0.1
CC1OC23CCCCC2C(C#N)(C(=N)O3)C1(C#N)C#N (centres undefined)	-3.8	0.5	15.4	20.9	25.6	0.8	-2.3	105.3	0.0

Retrieved by compound from above (2):
SMILES	Fam108B counter	MEX-5 binding	GLD-1 TGE inh	MCL1 BIM primary	BCLXL inh	ZTA counter	EBNA-1 inh	CR mimetic SO	Efflux pump mplx
CCn1nc(C)cc1C(=O)Sc1ccc(C)cc1	-0.2	-1.2	-0.4	-5.0	2.3	-1.2	0.6	90.9	0.9
Cc1cc(C)cc(-c2nnc(SCC(=O)NCc3cccs3)o2)c1	-0.3	-0.7	4.9	0.3	-1.8	16.3	2.0	107.4	0.0

Continued.
SMILES	Fam108B counter	MEX-5 binding	GLD-1 TGE inh	MCL1 BIM primary	BCLXL inh	ZTA counter	EBNA-1 inh	CR mimetic SO	Efflux pump mplx
Cc1cc(Br)ccc1NC(=S)N1CCOCC1	2.3	2.3	4.0	4.4	2.0	-7.8	-2.6	105.3	0.3
COc1ccc(/C=N/n2c(-c3n[nH]c4c3CCC4)n[nH]c2=S)c(OC)c1OC	-0.4	-1.5	-2.3	-8.7	-24.8	4.6	-5.5	116.7	0.2
CSc1ccc(C2N=C(c3ccccc3)NO2)cc1 (centres undefined)	1.9	-0.5	6.5	5.7	5.1	-0.7	-1.8	102.3	0.1
CN1C(=O)c2c(sc3c2CCCC3)NC1c1ccccc1O (centres undefined)	9.2	-0.1	1.6	14.3	11.4	4.3	3.8	108.8	0.2
Cc1cc(NC(=O)c2cnn3cccnc23)n(-c2ccccc2)n1	1.2	0.4	5.6	-0.9	6.0	-1.1	14.7	102.2	-0.1
NC(N)=Nc1nc2cc([N+](=O)[O-])ccc2o1	-1.4	-4.2	2.4	0.5	4.1	-12.0	-6.6	102.4	0.3
CCN1/C(=C/C(=S)Nc2ccccc2)Sc2ccccc21	0.7	0.3	-42.4	12.6	6.8	-3.7	-4.7	100.2	0.1
CN(C)S(=O)(=O)c1cc(NC(=O)CN2CCc3ccccc32)ccc1Cl	-10.4	-7.7	23.8	45.1*	45.2*	3.7	14.1	101.9	0.1
O=C(NCc1ccccn1)c1ccc(Cl)cc1Cl	-2.2	-1.3	5.7	2.0	-3.9	13.6	2.4	78.6	0.1
Cc1cccc(C)c1NC(=O)C(=O)NCCCN1CCOCC1	-0.6	-1.0	-8.0	-1.3	-2.4	-6.7	-2.4	94.1	0.2
O=C(Nc1ccccc1Br)c1cc[n+]([O-])cc1	-2.6	1.0	-3.9	4.8	4.1	11.5	16.7	103.4	-0.1
O=C1C2CCCN2C(=S)N1Cc1ccccc1 (centres undefined)	-7.0	1.4	-4.0	0.1	6.9	-5.8	-13.2	98.9	0.0
COc1ccccc1CCNC(=O)c1cc(-c2ccccn2)nc2ccc(Br)cc12	-7.7	2.6	-1.4	-0.4	2.3	14.9	14.0	104.6	0.1
CC(C)(C)OC(=O)N1CCOCCOCCN(C(=O)OC(C)(C)C)CCOCC1	0.8	0.1	-1.6	-10.9	1.1	-14.4	-14.7	98.1	0.1
CC(=O)N1CCN(C(=O)CCc2c[nH]c3ccccc23)CC1	1.1	1.3	-1.1	3.0	4.4	2.0	-8.8	112.1	0.2

Not a retest: an excerpt of the list.
SMILES	Fam108B counter	MEX-5 binding	GLD-1 TGE inh	MCL1 BIM primary	BCLXL inh	ZTA counter	EBNA-1 inh	CR mimetic SO	Efflux pump mplx
CN1C(=O)c2c(sc3c2CCCC3)NC1c1ccccc1O (centres undefined)	9.2	-0.1	1.6	14.3	11.4	4.3	3.8	108.8	0.2
Cc1cc(NC(=O)c2cnn3cccnc23)n(-c2ccccc2)n1	1.2	0.4	5.6	-0.9	6.0	-1.1	14.7	102.2	-0.1

The list goes on.
SMILES	Fam108B counter	MEX-5 binding	GLD-1 TGE inh	MCL1 BIM primary	BCLXL inh	ZTA counter	EBNA-1 inh	CR mimetic SO	Efflux pump mplx
CCn1c(COc2ccccc2)nnc1SCC(=O)Nc1cc(OC)ccc1OC	0.1	0.6	3.5	0.6	1.6	-15.5	1.3	77.0	-0.1
COC(=O)c1ccc(C2/C(=C(/O)c3ccc4c(c3)CC(C)O4)C(=O)C(=O)N2Cc2ccncc2)cc1 (centres undefined)	-1.4	1.4	-2.7	4.7	7.1	5.1	0.2	106.8	0.3
Cn1c(SCC(=O)OCc2ccccc2)nnc1-c1ccco1	0.4	nt	1.1	7.6	4.0	-20.2	-4.4	92.3	-0.1
O=C1N=C(N2CCN(c3ccccc3)CC2)S/C1=C/c1ccco1	1.8	-1.8	2.3	5.5	4.7	-13.1	-10.1	119.0	0.0
CC(=O)Nc1ccc(NC(=O)C2CC(=O)N(c3ccc(Cl)cc3)C2)cc1 (centres undefined)	4.5	-0.2	23.8	10.1	4.4	2.3	-1.7	102.5	-0.2
COC(=O)C(NS(=O)(=O)c1ccccc1Cl)c1ccccc1 (centres undefined)	4.0	0.2	1.7	1.1	5.1	-10.9	-6.1	112.6	0.1
COc1ccccc1-c1cc(C(F)(F)F)nc(S(=O)(=O)CCCC(=O)NCc2ccc(F)cc2)n1	-4.0	0.7	-3.5	-0.5	1.1	-19.2	1.1	110.9	0.0
CN(C(=O)CCc1nnc(-c2ccc(-c3ccccc3)cc2)o1)C1CCOCC1	-1.6	1.3	5.2	-8.4	-1.2	-8.7	10.4	102.5	0.1
Cc1ccc(NC(=O)c2sc3ncn(CC(=O)N4CCN(c5ccccn5)CC4)c(=O)c3c2C)cc1F	-2.4	0.0	-6.2	-3.8	3.2	-7.6	-2.4	96.2	0.0
O=C(O)c1ccc2c(c1)OCCCO2	2.6	2.2	2.1	2.3	-1.8	-17.7	5.6	105.8	-0.1
O=C(O)CN(c1ccccc1F)S(=O)(=O)c1ccccc1	0.0	-2.3	3.2	6.7	2.5	-8.0	4.3	94.9	-0.2
c1ccc2c(c1)[nH]c1c(N3CCSCC3)ncnc12	-0.4	nt	5.6	2.0	4.3	5.0	-2.2	85.6	-0.1
Nc1nc(SCC(=O)Nc2cccnc2Cl)n[nH]1	-1.9	-4.6	-0.3	3.8	6.6	26.4	2.8	90.0	-0.1
Cc1cc(C(F)(F)F)nn2cnnc12	-4.9	-0.2	0.6	2.1	4.0	-2.7	-7.0	105.3	0.1
O=C(c1ccccc1)C1CN(Cc2ccccc2)CCC1(O)c1ccccc1 (centres undefined)	-2.2	-1.8	-0.6	5.7	2.2	0.8	-5.4	84.2	0.4

One compound at a time, as listed above:
`O=C1N=C(N2CCN(c3ccccc3)CC2)S/C1=C/c1ccco1` in the list: Fam108B counter = 1.8; MEX-5 binding = -1.8; GLD-1 TGE inh = 2.3; MCL1 BIM primary = 5.5; BCLXL inh = 4.7; ZTA counter = -13.1; EBNA-1 inh = -10.1; CR mimetic SO = 119.0; Efflux pump mplx = 0.0
`O=C(c1ccccc1)C1CN(Cc2ccccc2)CCC1(O)c1ccccc1` (centres undefined) in the list: Fam108B counter = -2.2; MEX-5 binding = -1.8; GLD-1 TGE inh = -0.6; MCL1 BIM primary = 5.7; BCLXL inh = 2.2; ZTA counter = 0.8; EBNA-1 inh = -5.4; CR mimetic SO = 84.2; Efflux pump mplx = 0.4

Additional structures.
SMILES	Fam108B counter	MEX-5 binding	GLD-1 TGE inh	MCL1 BIM primary	BCLXL inh	ZTA counter	EBNA-1 inh	CR mimetic SO	Efflux pump mplx
COc1ccc2oc(C(=O)OCC(=O)N(C)CC(=O)Nc3ccc(F)cc3)c(C)c2c1	-5.1	2.6	-2.6	-26.4	-9.8	-14.4	-9.7	97.2	0.1
Cc1cccc(C)c1Oc1nc(-c2ccccc2)ncc1S(=O)(=O)c1ccccc1	12.5	-0.3	0.0	-4.9	-2.3	5.8	7.3	81.4	-0.1
COc1ccccc1/C=N/NC(=O)CNC(=O)c1ccc(S(=O)(=O)N2CCCC2)cc1	-6.2	2.7	-0.6	-1.9	0.8	7.4	-5.1	115.0	0.1
CCCCCC(=O)NC(=S)Nc1ccc(N2CCCCC2)c(Cl)c1	-1.6	3.4	7.0	4.0	-6.7	-16.7	5.9	94.8	-0.1
O=C(/C=C/c1ccc(OCCCF)cc1)N1CCOCC1	-1.4	-2.3	1.1	3.3	8.2	-14.4	-2.1	110.5	0.0
CCOC(=O)Cc1csc(NC(=O)COc2ccc(OC)cc2)n1	-2.5	2.2	-5.1	-5.3	-0.9	-6.5	-9.6	118.2	0.2
COc1ccc(NC(=O)c2ccco2)cc1N	2.1	-0.2	2.8	15.3	10.5	-0.3	-1.0	99.2	0.0
CCN(CC)CCn1c(=S)[nH]c2cc(C(=O)NCc3ccc(C)cc3)ccc2c1=O	-2.4	1.6	-5.7	4.9	2.4	-4.7	-11.7	88.9	0.2
CCc1ccc(NC(=O)C/C(C)=N/NC(=O)OCc2ccc(OC)cc2)cc1	-2.4	1.0	2.0	1.7	4.6	3.0	7.4	99.6	0.0
Brc1ccc(-c2nnc3c4ccccc4nc(N4CCOCC4)n23)cc1	1.0	-0.4	-0.8	3.1	3.9	-11.3	6.2	75.5	-0.1
Cc1ccc(NCC(=O)N=Nc2c(O)n(C)c3ccccc23)cc1	-0.3	0.4	2.0	6.5	4.9	5.6	-5.2	93.4	0.0
Cc1ccc(N(C(=O)c2ccc3c(c2)OCO3)C2C=CS(=O)(=O)C2)cc1 (centres undefined)	-7.4	-0.2	0.7	1.5	8.6	-7.5	-9.3	110.1	0.0
COc1cccc(NC(=O)C2CCN(S(=O)(=O)c3ccc4c(c3)OCCO4)CC2)c1	6.5	0.9	2.5	-3.1	3.5	-9.5	9.1	93.1	-0.1
